# Compound activity as filed in PubChem.
# Tau fibril FP: tau fibrillization inhibition (FP); Potency, µM (series often up to 57.7 µM), inactives show top-dose activity, negative = inhibition, hits mostly inhibitors; K18 P301L tau heparin fibrillization, Alexa594 FP, 6 h; 280,000 compounds, 0.39% hits; note: % is set by controls: 0 for no effect and ±100 for the full control effect; nearly all actives have a fitted effect of over 55% in size
# Target sequence (P10636 561-689 P618L limits assumed): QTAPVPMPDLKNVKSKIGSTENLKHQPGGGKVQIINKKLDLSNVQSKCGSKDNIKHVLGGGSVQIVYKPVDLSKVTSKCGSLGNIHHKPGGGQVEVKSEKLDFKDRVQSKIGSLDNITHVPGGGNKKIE
#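 Recombinant K18 P301L […], labeled with Alexa 594 at 0.24 uM over 15 uM unlabeled; heparin inducer 20 uM final; 37 C, 6 hr; FP endpoint.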
# HTT cytoprotect: protects HTT-Q103 PC12 cells, measured by ATP; Potency, µM (titrated, usually from 56.4 µM), for inactives: cytoprotection (ATP increase), most hits filed as activators; AID 1471; 230,000 compounds, 0.14% hits; PC12 HTT-Q103 induced, cytoprotection, ATP luminescence, 40 h;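 note: % of control where 0% means no effect; nearly all actives have a fitted effect of over 45% in size; toxic huntingtin expression switched on by the ecdysone agonist tebufenozide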
#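 Cells were plated at 1500 per well in phenol red-free DMEM with 5% equine and 5% calf serum. Tebufenozide (100 nM final) and compounds were added, then ATPlite reagent, and luminescence was read.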
# Tau ThT inhib: tau fibrillization inhibition (ThT binding). P10636. recombinant tau K18 P301L, heparin-induced fibrillization, ThT fluorescence. Potency, µM (highest dose often 57.4 µM), for the others: at the top dose activity, negative = inhibition, hits mostly inhibitors. 270,000 compounds, 2.1% hits. AID 1460; note: % is set by controls: 0 for no effect and ±100 for the full control effect; nearly all actives have a fitted effect of over 55% in size
#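 Recombinant human tau K18 fragment […] carrying P301L, 15 uM unlabeled plus 0.24 uM Alexa 594-labeled, was fibrillized with 20 uM heparin in 100 mM sodium acetate pH 7 for 6 hr at 37 C; 30 uM ThT fluorescence read after 1 hr.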
# aGal spleen mod: inhibitors or activators of human alpha-galactosidase in spleen homogenate. 240,000 compounds, 0.008% hits. human spleen homogenate, 4MU-alpha-Gal fluorescence, 40 min. Potency, µM (doses to about 80 µM), without a hit: at the top dose activity change, negative = inhibition, most hits filed as inhibitors;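 note: 0% = enzyme with vehicle and -100% = no enzyme basal signal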
# Target sequence (P06280 32-429 limits assumed): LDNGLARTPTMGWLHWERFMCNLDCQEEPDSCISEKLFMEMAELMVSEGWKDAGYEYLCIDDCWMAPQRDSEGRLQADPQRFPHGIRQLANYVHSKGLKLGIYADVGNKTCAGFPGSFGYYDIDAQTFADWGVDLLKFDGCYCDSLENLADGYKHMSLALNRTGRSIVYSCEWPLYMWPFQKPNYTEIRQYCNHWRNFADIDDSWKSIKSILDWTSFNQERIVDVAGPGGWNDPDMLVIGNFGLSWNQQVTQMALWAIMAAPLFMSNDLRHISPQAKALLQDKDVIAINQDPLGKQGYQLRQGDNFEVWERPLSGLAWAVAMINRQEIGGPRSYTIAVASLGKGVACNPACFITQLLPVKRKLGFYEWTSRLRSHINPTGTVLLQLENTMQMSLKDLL
#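 Human spleen homogenate (1 ug) as enzyme source, 4-methylumbelliferyl-alpha-D-galactopyranoside 1 mM final, citrate/phosphate pH 5.0 with 0.01% Tween-20. Compounds 40 min at 37C, NaOH/glycine stop; fluorescence Ex 365/Em 440, Hill-fit AC50.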
# Tau fluor counter: counter-screen for tau fibril formation inhibitors. 280,000 compounds, 0.93% hits. tau K18 P301L (four-repeat tau fragment) Alexa594 fluorescence, heparin fibrillization. Potency, µM (doses to about 57.7 µM), without a hit: at the top dose activity change, negative = decrease; note: % is set by controls: 0 for no effect and ±100 for the full control effect; nearly all actives have a fitted effect of over 55% in size
#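 Human K18 P301L tau (15 uM unlabeled plus 0.24 uM Alexa 594-labeled, final) in 100 mM sodium acetate pH 7 was mixed with compound and 20 uM heparin and incubated 6 hr at 37 C.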
# GAA glycogen: alters human alpha-glucosidase cleavage of glycogen; P10253; recombinant GAA, glycogen substrate, Amplex Red glucose oxidase fluorescence; Potency, µM (highest dose often 76.4 µM), inactives show at the highest dose activity change, negative = inhibition, actives largely listed as inhibitors; 300,000 compounds, 0.38% hits; AID 2100;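 note: 0% = full enzyme reaction and -100% = no-enzyme basal signal; the screen sought inhibitors and activators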
#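 Recombinant human enzyme (4 nM); glycogen substrate; 37 C, 40 min, pH 5.0. Readout: coupled glucose oxidase/Amplex Red fluorescence.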
# GAA inhib: alpha-glucosidase (human) inhibition; purified human GAA, 4-MU-alpha-glucoside fluorescence; Potency, µM (doses to about 76.9 µM), for the others: at the top dose activity change, negative = inhibition, most hits filed as inhibitors; 200,000 compounds, 0.005% hits; AID 1466;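 note: plate controls were uninhibited enzyme wells for no effect and no-enzyme background for full effect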
#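 Fluorogenic assay: 4 nM human alpha-glucosidase with 400 uM 4-methylumbelliferyl-alpha-D-pyranoside in 50 mM citrate/phosphate, 0.005% Tween-20, pH 5.0, 20 min at room temperature. Compounds tested up to 77 uM; AC50 from Hill fits.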
# GAA spleen mod: inhibits or activates alpha-glucosidase in human spleen homogenate | Potency, µM (titrated, usually from 79.9 µM), inactives show top-dose activity change, negative = inhibition, actives largely listed as inhibitors | 240,000 compounds, 0.006% hits | P10253 | AID 2112 | human spleen homogenate, 4-MU-alpha-glucoside fluorescence;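 note: 0% = enzyme with vehicle and -100% = no enzyme basal signal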
#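 AC50 values come from Hill-equation fits of concentration-response data, normalized to no-enzyme and full-activity controls. Enzyme source: 1 ug human spleen homogenate; 1 mM fluorogenic 4-MU glucoside, pH 5.0 citrate buffer, 37 C, 40 min.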
# * hit, by the source's call; u = inconclusive; x = not tested or not shown; [ ] = another dose, or the depositor's remark. Calls come from the whole dose curve; as a rule, active = well fitted curve in the direction sought with a large enough effect; inconclusive = small, poorly fitted or top-dose-only effect, or another doubt; inactive = no such curve, though single readings can be large; an effect the other way counts as inactive or inconclusive. Potency is the fitted concentration of half-maximal effect. An unsorted share of the library, and some 3.3% of all compounds hit somewhere here.
# The opening 9 compounds, ahead of the listing:
# The line under a structure holds: Tau ThT inhib, HTT cytoprotect, GAA inhib, Tau fibril FP, GAA spleen mod, GAA glycogen, Tau fluor counter, aGal spleen mod
1: COc1ccc(/C=N/NC(=O)CN(c2ccc(OC)cc2)S(=O)(=O)c2ccccc2)cc1
    1.3%, -28.7%, -8.5%, u, -15.8%, -12.7%, u, 3.9%
2: Cc1nn(CC(=O)N2CC(=O)Nc3ccccc32)c(C)c1[N+](=O)[O-]
    -13.3%, -33.4%[inhibitor], -3.7%, -1.2%, -6.5%, -8.7%, -8.8%, -12.5%
3: Cc1ccc(-c2cc(N)n(-c3ccccc3)n2)cc1
    u, -32.2%, -14.4%, 8.9%, -5.4%, 17.1%, -25.3%, -9.5%
4: CCCn1c2ccc(/C(C)=N\O)cc2c2cc(/C(C)=N/O)ccc21
    u, 21.4%, 1.7%, -15.9%, -0.9%, -5.2%, -26.7%, -5.8%
5: Cc1[nH]n(-c2ccccc2)c(=O)c1/C=N/N1CCOCC1
    -11.1%, -2.2%[10 µM], x, -1.2%, 3.9%, -21.5%, -6.3%, 3.3%
6: O=S(=O)(Nc1ccc(S(=O)(=O)Nc2nccs2)cc1)c1ccc2c(c1)OCCO2
    -8.8%, 4.1%, -8.3%, 3.3%, 4.0%, -0.8%, -10.7%, 6.0%
7: O=C(c1ccc(Cl)c(Cl)c1)N1CCC(=O)N(C(COCc2ccccc2)Cc2ccccc2)CC1 (stereo not drawn)
    u, x, u, 5.7%, 1.3%, -4.0%, -11.2%, 4.6%
8: O=c1c2ccccc2[nH]c(=S)n1Cc1ccc2c(c1)OCO2
    -2.0%, -11.8%, 1.3%, -3.6%, -2.5%, 1.5%, -12.2%, 1.8%
9: CCOc1ncccc1C(=O)OCCN1C(=O)c2ccccc2C1=O
    4.1%, 15.8%, -14.1%, -3.6%, -4.9%, -0.8%, 5.2%, 2.4%

# The whole of this part, repeating the preview:
# The line under a structure holds: Tau ThT inhib, HTT cytoprotect, GAA inhib, Tau fibril FP, GAA spleen mod, GAA glycogen, Tau fluor counter, aGal spleen mod
1: COc1ccc(/C=N/NC(=O)CN(c2ccc(OC)cc2)S(=O)(=O)c2ccccc2)cc1
    1.3%, -28.7%, -8.5%, u, -15.8%, -12.7%, u, 3.9%
2: Cc1nn(CC(=O)N2CC(=O)Nc3ccccc32)c(C)c1[N+](=O)[O-]
    -13.3%, -33.4%[inhibitor], -3.7%, -1.2%, -6.5%, -8.7%, -8.8%, -12.5%
3: Cc1ccc(-c2cc(N)n(-c3ccccc3)n2)cc1
    u, -32.2%, -14.4%, 8.9%, -5.4%, 17.1%, -25.3%, -9.5%
4: CCCn1c2ccc(/C(C)=N\O)cc2c2cc(/C(C)=N/O)ccc21
    u, 21.4%, 1.7%, -15.9%, -0.9%, -5.2%, -26.7%, -5.8%
5: Cc1[nH]n(-c2ccccc2)c(=O)c1/C=N/N1CCOCC1
    -11.1%, -2.2%[10 µM], x, -1.2%, 3.9%, -21.5%, -6.3%, 3.3%
6: O=S(=O)(Nc1ccc(S(=O)(=O)Nc2nccs2)cc1)c1ccc2c(c1)OCCO2
    -8.8%, 4.1%, -8.3%, 3.3%, 4.0%, -0.8%, -10.7%, 6.0%
7: O=C(c1ccc(Cl)c(Cl)c1)N1CCC(=O)N(C(COCc2ccccc2)Cc2ccccc2)CC1 (stereo not drawn)
    u, x, u, 5.7%, 1.3%, -4.0%, -11.2%, 4.6%
8: O=c1c2ccccc2[nH]c(=S)n1Cc1ccc2c(c1)OCO2
    -2.0%, -11.8%, 1.3%, -3.6%, -2.5%, 1.5%, -12.2%, 1.8%
9: CCOc1ncccc1C(=O)OCCN1C(=O)c2ccccc2C1=O
    4.1%, 15.8%, -14.1%, -3.6%, -4.9%, -0.8%, 5.2%, 2.4%
10: O=C(CN1C(=O)c2ccccc2S1(=O)=O)NC1CCCCCC1
    -1.3%, -5.2%, 4.7%, -3.3%, -4.9%, 3.5%, 5.1%, -4.7%
11: COc1ccc(C2CCCN2C(=O)Nc2ccc(Cl)cc2)cc1OC (stereo not drawn)
    -15.5%, -21.6%, -9.8%, -12.3%, -4.8%, -12.4%, -26.2%, 7.2%
12: CCN1CCN(CC(=O)Nc2ccc(Cl)c(Cl)c2)C(=O)C1=O
    -0.9%, 14.3%, 1.8%, 0.5%, 0.1%, 2.2%, -6.3%, -2.3%
13: Cc1cccc(-c2noc(CCCC(=O)Nc3ccc(C(N)=O)cc3)n2)c1
    u, -29.1%, -12.9%, 0.9%, -2.1%, -2.7%, -14.4%, -2.2%
14: Cc1cccc(C)c1NC(=O)N1C2CCCC1CC(NC(=O)C(C)(C)C)C2 (stereo not drawn)
    4.1%, -13.9%[10 µM], 4.8%, 1.1%, -12.5%, 3.2%, 1.3%, -12.5%
15: CC(NC1CCCC1)c1ccccc1 (stereo not drawn)
    3.9%, -2.6%[10 µM], u, -1.5%, 4.3%, 10.7%, 4.6%, 2.6%
16: CC(=O)c1ccc(OCCn2cnc3ccccc32)cc1
    -12.5%, 20.5%[10 µM], 3.8%, -3.1%, -2.5%, 12.5%, -4.9%, -7.7%
17: COc1ccc(-c2c(C#N)c(SCC(=O)Nc3ccc(C)c(C)c3)nc(C)c2C(=O)Nc2ccccc2)cc1OC
    10.3%, x, x, -20.8%, x, -5.6%[76.3 µM], -12.7%, x
18: O=S(=O)(NCC(c1ccco1)N1CCN(c2ccccc2F)CC1)c1ccc(F)cc1 (stereo not drawn)
    -8.2%, 3.8%[10 µM], -5.6%, 9.4%, -7.9%, 8.3%, -13.8%, -18.3%
19: CCOc1ccc(-c2ccc(SCC)nn2)cc1
    u, -199.2%[inhibitor], 9.2%, -9.4%, -5.4%, 10.1%, -7.7%, -1.4%
20: CC(=O)N1N=C(c2ccc3nccnc3c2)CC1c1ccccc1 (stereo not drawn)
    -0.7%, -12.2%, 1.1%, -3.1%, 2.1%, 3.6%, -0.2%, -8.4%
21: COc1ccc(N=C2S/C(=C\c3ccc(C)s3)C(=O)N2CC(C)C)cc1
    -1.3%, -70.1%[inhibitor], -0.4%, -1.9%, -6.6%, 6.8%, -4.9%, -1.4%
22: CN(C1CCCCC1)S(=O)(=O)c1cccc(C(=O)OCC(=O)NC2CCCc3ccccc32)c1 (stereo not drawn)
    -9.9%, -7.1%[0.074 µM], u, -6.1%, -3.2%, 4.3%, -10.3%, -5.6%
23: CC1Cc2cc(S(=O)(=O)NCCc3ccccc3)ccc2N1C(=O)C1CCC1 (stereo not drawn)
    -4.5%, x, x, 8.9%, x, -7.4%[76.3 µM], -12.8%, x
24: Cc1ccn2c(C(=O)c3ccc(Cl)cc3)cnc2c1
    -13.2%, -68.0%[inhibitor], 0.6%, 13.3%, -2.5%, 11.8%, -10.8%, 5.9%
25: Cc1cccc(NC(=O)c2cnc3sccn3c2=O)c1C
    u, -24.3%, -7.0%, 2.0%, 4.8%, -9.6%, -1.9%, 8.1%
26: COCCNC(=O)C(c1cccs1)N(Cc1cccs1)C(=O)Cn1nnc2ccccc21 (stereo not drawn)
    3.2%, -16.2%[10 µM], -0.4%, 2.9%, -4.0%, -6.9%, 1.5%, 20.3%
27: O=C(NCC(=O)N(Cc1cccs1)C(C(=O)NC1CCCCC1)c1cccnc1)c1ccco1 (stereo not drawn)
    -7.5%, 11.4%[1.9 µM], -3.6%, -8.3%, -8.2%, -12.7%, -9.2%, -2.9%
28: O=C(N/N=C/c1ccco1)c1cc(Br)ccc1OCc1ccccc1
    -11.4%, -27.1%[10 µM], -13.1%, 4.1%, -3.9%, 0.9%, -7.6%, -11.5%
29: Cc1cc(C)nc(SCc2nnc(SCc3ccccc3Cl)o2)n1
    -19.2%, 12.5%[10 µM], 0.1%, 6.3%, -13.4%, -1.9%, -16.9%, 20.8%
30: COc1ccc(C2/C(=C(/O)c3ccc(C)cc3)C(=O)C(=O)N2CC2CCCO2)cc1OC (stereo not drawn)
    -4.6%, -0.2%[10 µM], u, 8.7%, 5.5%, 26.1%, 3.4%, 2.3%
31: CCCCOc1ccc(CSC(=N)N)cc1[N+](=O)[O-]
    u, 28.9%, 1.2%, -2.7%, -2.2%, 4.9%, -11.4%, -4.8%
32: CC(=O)Oc1c(C)cc(Cl)cc1C(=O)Nc1ccc([N+](=O)[O-])cc1Cl
    2.82µM*, -58.5%[inhibitor][10 µM], 7.7%, 0.9%, -5.2%, 1.9%, u, 0.6%
33: CC(C)(C)C(=O)Nc1ccc2c(c1)OCCOCCOc1cc(NC(=O)C(C)(C)C)ccc1OCCOCCO2
    -7.7%, x, 13.7%, 2.4%, -1.6%, 5.5%, -1.5%, -5.0%
34: Cc1ccc(C)c(NC(=O)CSc2ccc(-c3cccs3)nn2)c1
    2.9%, 2.6%[10 µM], 2.1%, 2.7%, -22.9%, -2.0%, 0.8%, 2.8%
35: Oc1ccc(C2CNCc3sccc32)cc1O (stereo not drawn)
    u, x, x, -4.4%, 2.1%, x, -12.2%, 3.8%
36: C/C=C(/C)C(=O)O[C@@H]1c2c(ccc3ccc(=O)oc23)O[C@@H]1C(C)(C)OC(C)=O
    -9.6%, x, 0.8%, 1.6%, 3.4%, 3.2%, -21.7%, 0.5%
37: CCOC(=O)c1ccc(-n2nc(C)cc2C)cc1
    -13.0%, -4.9%[10 µM], 2.0%[15.4 µM], -3.0%, 1.3%, 9.9%, -9.2%, 1.1%
38: Cc1cccc(C)c1Nc1nnc(SCC(=O)Nc2sccc2C#N)s1
    u, x, 1.8%, 4.6%, 0.8%, -2.3%, u, 5.9%
39: O=C(/C=C/c1ccccc1)NNc1ccc(Cl)cc1
    -13.1%, -28.6%, 0.0%, 0.5%, 2.8%, -3.0%, -13.1%, 8.2%
40: NC(=S)N=Nc1c(O)n(Cc2ccc(F)cc2)c2ccccc12
    -12.2%, -21.5%[10 µM], u, u, 0.3%, 14.7%, -23.4%, -14.0%
41: CCN(CC)CCSC(=O)C(c1ccccc1)c1ccccc1
    u, u, x, 6.7%, -3.4%, x, -21.0%, -0.3%
